# ZTA counter = counter-screen for EBNA-1 inhibitors: inhibitors of Epstein-Barr virus ZTA; P03206; ZTA-DNA binding, fluorescence polarization; inhibition, % at 11 µM; actives 0.15% (n = 320,000); in the data active = inhibition above about 33%
# Target sequence (P03206 whole entry, looked up): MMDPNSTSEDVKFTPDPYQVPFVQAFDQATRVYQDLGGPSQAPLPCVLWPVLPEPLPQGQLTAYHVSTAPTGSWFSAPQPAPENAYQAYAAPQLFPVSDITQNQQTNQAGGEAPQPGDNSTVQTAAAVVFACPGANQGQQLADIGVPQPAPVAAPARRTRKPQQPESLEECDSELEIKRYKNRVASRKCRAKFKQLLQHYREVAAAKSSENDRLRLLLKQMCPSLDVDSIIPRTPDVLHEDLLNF
# Fh CTSL1 inh = cathepsin L1 inhibition, PFM18AAP counter-screen; recombinant F. hepatica cathepsin L1, Z-Leu-Arg-MCA fluorescence; inhibition, % at 5.96 µM; actives 0.49% (n = 300,000); AID 1906;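 active = inhibition above the mean of all tested compounds plus 3 SD, set per screening campaign, cut at about 17% in these data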;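 also: 0% = plate median of test compound wells and 100% = 1 µM Z-Phe-Ala-diazomethylketone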
# core dimer inh = blocks dimerization of HCV core protein | inhibition, % at 5 µM | TR-FRET GST/Flag-core106 dimerization, 1536-well | actives 0.33% (n = 300,000) | AID 1899;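 active = inhibition above the mean of all tested compounds plus 3 SD, set per screening campaign, cut at about 45% in these data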
#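 Test system: GST/Flag-tagged HCV core106 proteins; Medium: KF-containing HEPES buffer, pH 7.45, DTT, CHAPS, BSA; Times: compound-protein-antibody incubation 4 h at 22.5 °C; Detection: TR-FRET 671 and 617 nm emission; Benchmarks: wells lacking GST-core106 and wells with excess unlabelled core106.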
# PP1 counter = blocks human PP1-alpha phosphatase, a PP5 counter-screen; actives 0.9% (n = 320,000); AID 2235; inhibition, % at 6.7 µM; P62136; purified PP1alpha, OMFP fluorescence;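 active = inhibition above the mean inhibition of all tested compounds plus 3 SD, computed separately for each screening campaign, cut at about 15% in these data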
# PP5 inh = blocks human protein phosphatase 5 activity; AID 1987; P53041; inhibition, % at 6.7 µM; actives 0.18% (n = 320,000); purified PP5c, OMFP substrate fluorescence;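 active = inhibition above the campaign's mean inhibition across all tested compounds plus 3 SD, cut at about 9.5% in these data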;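 also: 0% = DMSO only and 100% = 100 µM cantharidin control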
# Target sequence (P53041 whole entry, looked up): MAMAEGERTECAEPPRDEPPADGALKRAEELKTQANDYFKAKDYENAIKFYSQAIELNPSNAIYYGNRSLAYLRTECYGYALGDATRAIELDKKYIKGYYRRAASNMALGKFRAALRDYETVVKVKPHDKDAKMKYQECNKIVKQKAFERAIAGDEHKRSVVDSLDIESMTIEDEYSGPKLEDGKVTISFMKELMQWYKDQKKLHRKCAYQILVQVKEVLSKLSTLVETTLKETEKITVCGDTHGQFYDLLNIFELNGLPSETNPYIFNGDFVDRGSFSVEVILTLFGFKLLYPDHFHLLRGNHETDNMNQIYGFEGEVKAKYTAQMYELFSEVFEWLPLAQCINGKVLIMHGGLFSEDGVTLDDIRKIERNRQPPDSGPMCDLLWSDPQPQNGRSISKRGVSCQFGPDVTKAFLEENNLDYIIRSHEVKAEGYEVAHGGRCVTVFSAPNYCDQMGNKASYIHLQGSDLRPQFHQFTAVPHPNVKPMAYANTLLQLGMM
# Yeast superoxide = yeast age-related superoxide inhibition as caloric restriction mimetic; actives 0.18% (n = 330,000); S. cerevisiae aged cells, superoxide DHE fluorescence; active compounds read low; superoxide response (% of plate mean), % at 10 µM;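 active = superoxide response under a set limit, about three screen SD below normal, cut at about 65% in these data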;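 also: yeast aged for seven days with compound at 30 °C before DHE staining; 100% = average MFI of all compound-treated wells on the plate with controls excluded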
# EBNA-1 inh = blocks EBNA-1 binding to DNA; inhibition, % at 14.8 µM; AID 1950; actives 0.34% (n = 300,000); EBNA-1 DNA binding, fluorescence polarization; in the data active = inhibition above about 28%
# JMJD2C inh = inhibitors of human GASC-1 (JMJD2C) demethylase; Q9H3R0; actives 0.069% (n = 330,000); GST-JMJD2C(1-420) H3K9me3 demethylation, DELFIA europium; inhibition, % at 2.35 µM;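 active = more than half of a compound's replicate wells show inhibition beyond 50%, single wells judged on their own value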;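 also: signal counts dimethyl H3K9 product captured on neutravidin plate; 0% = median of DMSO wells and 100% = 0.3 times that DMSO median; strong numbers were not always called active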
# TPT1 inh = inhibitors of Candida albicans tRNA 2'-phosphotransferase TPT1. recombinant caTPT1, FP RNA substrate dephosphorylation. actives 0.81% (n = 300,000). AID 1962. inhibition, % at 5 µM;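 active = inhibition above the mean of all tested compounds plus 3 SD, set per screening campaign, cut at about 24% in these data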;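 also: plate controls were DMSO alone for no effect and ferristatin control at 100 nM for full effect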
# * marks the source's active call; other numbers are inactive results; i = inactive; / = not tested or not shown; & = joins results of further samples.
SMILES,ZTA counter,Fh CTSL1 inh,core dimer inh,PP1 counter,PP5 inh,Yeast superoxide,EBNA-1 inh,JMJD2C inh,TPT1 inh
N/C(=N\OC(=O)c1cnn(-c2ccccc2)c1C(F)(F)F)c1cc(C(F)(F)F)cc(C(F)(F)F)c1,-8,0,-3,-3,2.4,96,-1,7,2
OCCCNC(=S)Nc1ccc(Br)cc1Cl,-10,-3,-1,-6,0.8,105,-13,6,2
Cc1ccc(NC(=O)CS(=O)(=O)c2c[nH]c3ccccc23)c(C)c1,5,5,-1,-4,-0.6,96,3,-7,-1
COc1ccc(CCNC(=O)CCn2c(SCC(=O)N3CCCC3)nc3ccccc3c2=O)cc1OC,3,4,-1,1,-3.0,98,3,-5,1
CC(NC(=O)COc1ccc(Br)cc1)C(=O)O (configuration not stated),5,4,3,-4,0.6,156,3,-2,1
COc1ccc(NC(=O)C(C)N2C(=O)c3ccccc3C2=O)cc1S(=O)(=O)N1CCOCC1 (configuration not stated),-10,-6,1,-5,0.5,89,5,-20,-9
COc1cccc(CNC(=O)c2cc(C)nc3ccccc23)c1,11,1,6,0,0.7,90,12,0,0
Cc1ccc(NC(=O)CNC(=O)c2ccccc2F)cc1Cl,12,2,5,-2,1.7,130,-4,-70,1
Cc1nc2ccccn2c1C(=O)NNC(=O)Nc1cccc(C(F)(F)F)c1,-11,-7,-13,6,-2.3,64*,-12,-30,0
C/C(=C\c1ccccc1)CN1CCN(C(C)C)C(CCO)C1 (configuration not stated),17,2,-2,-2,-1.6,85,2,-3,-5
Nc1nc(F)nc2c1ncn2[C@@H]1O[C@H](CO)[C@@H](O)[C@@H]1O,0,4,-6,-5,0.4,111,-1,-23,-1
O=C(C1CC1)N1N=C(c2ccc(Br)cc2)CC1(O)C(F)(F)F (configuration not stated),7,-2,-2,4,1.0,103,12,24,1
NCC1CCC(C(=O)Oc2ccc(CCC(=O)O)cc2)CC1 (configuration not stated),0,2,-6,-5,-0.3,97,8,0,0
O=C(CSc1nncs1)N1c2ccccc2Sc2ccccc21,13,-4,8,2,-0.6,108,10,4,1
COc1ccc(OC)c(S(=O)(=O)N2CCCc3ccccc32)c1,-3,4,3,-1,4.7,106,-3,1,-4
COc1ccc(NS(=O)(=O)c2cc(NC(=O)c3ccc(=O)[nH]c3)ccc2N2CCCC2)cc1,0,-1,28,2,3.7,97,-1,-4,-1
OCCNCCCCOc1ccc(OCc2ccccc2)cc1,6,-3,-3,-3,1.3,102,7,-3,-1
O=[N+]([O-])c1cccc(/C=N/Nc2nc(N3CCOCC3)nc(N3CCOCC3)n2)c1,8,1,-4,-2,0.7,125,13,3,1
CC(C)(C#CCN1CCCCC1)OCCOC(c1ccccc1)c1ccccc1,-8,-2,4,0,1.1,98,-1,1,-2
O=C(NC1CCCC1)c1ccc(CS(=O)(=O)c2ccc(Br)cc2)o1,12,-1,0,-4,-1.3,94,1,12,2
O=C(Cn1cc2c(n1)CCCC2)N1CCCc2ccccc21,8,4,0,-5,-1.2,101,4,-3,-3
CC(C)CN(CC(C)C)C(=O)COc1ccccc1C(N)=O,8,-1,0,-4,-2.0,91,-1,-1,-3
Nc1cc(C(F)(F)F)ccc1-n1cccc1,-5,0,-5,1,0.2,95,-4,1,0
O=C(CS(=O)(=O)Cc1ccccc1)NCc1ccc2c(c1)OCO2,-11,-3,-1,-6,2.6,85,-2,5,-2
Cc1ccc(CN2CCCC(CO)(Cc3ccccc3C)C2)s1 (configuration not stated),-5,0,-1,-4,2.2,110,-8,94,5
CC1CCCN(CCCNC(=O)C2CC(=O)N(c3ccc(F)c(Cl)c3)C2)C1 (configuration not stated),-7,-8,0,-2,2.9,110,-3,0,-1
COc1ccccc1N(CC(=O)N1CCN(c2ccc(F)cc2)CC1)S(=O)(=O)c1ccc(C)cc1,-8,-1,8,4,4.6,94,-2,11,-5
Cc1ccc(S(=O)(=O)N2CCN(C(=O)c3ccc(-n4cncn4)c([N+](=O)[O-])c3)CC2)cc1C,-2,4,5,-4,-1.4,108,-3,6,-3
Fc1ccc(CSc2nncn2NC/C=C/c2ccccc2)cc1,8,5,9,-1,2.0,99,16,-4,2
O=C1CN(C(=O)COc2ccc(Br)cc2Br)c2ccccc2N1,-4,0,6,-1,1.1,114,9,1,-1
O=C(c1ccc2nc(Cc3cccc(Cl)c3)oc2c1)N1CCC(CO)CC1,-5,-1,7,4,-0.3,100,3,2,0
O=C(NCc1cccnc1)Nc1cccc(Cl)c1Cl,1,-1,-3,-4,0.2,104,-3,-6,1
COc1ccc(OCCOC(=O)c2[nH]c(C)c(C(C)=O)c2C)cc1,-24,-6,-10,-6,-5.8,121,-24,1,-1
Cn1nc(-c2ccccc2)c(C(=O)Nc2ccc(Cl)cc2)c1Cl,12,2,0,1,2.9,88,2,52,1
CCOCCCn1c(=S)[nH]c2cc(C(=O)N3CCN(C)CC3)ccc2c1=O,-3,-5,-3,-1,1.5,98,-13,0,1
Cc1ccc2nc(-c3ccccn3)[nH]c2c1,-1,5,0,3,1.5,89,-15,0,5
O=C1NCC(O)=C1C=NC12CC3CC(CC(C3)C1)C2,3&-2,1&2,10&3,-2&1,-2.3&3.6,100&91,23&-9,2&2,-2&1
O=C(Nc1ccc2c(c1)OCCO2)C1CCCN(c2ncccn2)C1 (configuration not stated),5,-1,0,-2,2.8,105,-2,1,-1
COc1cc(OC)cc(-c2nnc(NC(=O)Cc3ccc(F)cc3)o2)c1,1,0,9,3,0.1,131,7,3,-2
Clc1nc(NCCN2CCOCC2)nc(NCc2ccccc2)n1,4,0,-2,-3,1.2,97,5,-6,0
CN1CCN(CC(=O)Nc2ccccc2[N+](=O)[O-])CC1,4,0,-5,-5,1.8,127,-8,0,0
Cc1nn(-c2ccc(Cl)nn2)c(=O)c2ccccc12,8,0,1,1,-0.2,107,-10,-6,2
CN1CCN(c2ccccc2NC(=O)c2ccc3c(c2)OCCO3)CC1,-5,0,-2,-4,-0.8,90,5,-1,-2
CCCOC(=O)c1c(NC(=O)CCC(=O)O)sc2c1CCCCC2,-8,4,5,0,-0.2,96,-2,17,0
Cc1sc(NC(=O)COc2ccccc2)c(C#N)c1C,0,0,2,0,1.5,98,0,-4,1
CCCN(CCC)CCNC(=O)C(NS(=O)(=O)c1ccc2c(c1)CCC(=O)N2)c1ccccc1 (configuration not stated),14,31*,-3,0,1.1,99,-3,2,1
Nc1cc(Br)c(N)c(Br)c1,-13,8,-19,-7,1.2,106,-1,-1,-1
Oc1ccccc1C1=NOC(O)(C(F)F)C1 (configuration not stated),4,-4,0,0,-0.8,101,6,3,-1
CCn1c(SCC(=O)Nc2ccccc2C(=O)OC)nnc1-c1cccc(C)c1,18,0,5,3,-1.4,113,10,5,2
CC(=O)C1C(=O)CC(c2ccc(Cl)cc2)CC1=O (configuration not stated),0,-4,0,8,-0.2,76,-6,8,0
Fc1ccc(-n2nnc(-c3cccnc3Cl)n2)cc1,5,-2,-6,0,3.8,/,-16,-7,0
COc1ccc(-n2nc(C(N)=O)c(O)cc2=O)cc1,-7,3,-3,10,3.1,103,-15,-10,-6
O=C(Nc1ccccc1C(=O)N/N=C/c1ccco1)c1ccc(F)cc1,-1,0,0,-2,3.6,95,-13,-10,-2
CN(C)c1ccc(C(=S)N2CCCCC2)cc1,-16,-3,-3,0,1.5,97,1,6,-8
COCCNC(=O)C(c1ccc(C)o1)N(Cc1ccco1)C(=O)c1snc(C(N)=O)c1N (configuration not stated),7,5,4,-3,-1.2,94,1,1,-3
CCNc1nc(NCC)nc(OCCOC(=O)c2ccccc2)n1,-2,2,0,-3,-2.6,i,8,-13,2
CCOC(=O)Cc1nc2ccccc2o1,-27,-3,-4,-1,1.1,105,-3,-11,2
O=[N+]([O-])c1cccc(S(=O)(=O)NCc2ccccn2)c1,5,-1,-2,0,-0.3,108,6,-7,2
Cc1c(NC(=O)CN2C(=O)C(=O)N(Cc3ccccc3)C2=O)c(=O)n(-c2ccccc2)n1C,10,1,0,-2,-3.2,109,-2,-4,-2
CC(C)OCCCNC(=O)C(C)Oc1ccccc1 (configuration not stated),0,-3,2,-5,1.9,94,2,19,-4

# Laid out differently: 13 of the compounds above
# Values run as follows: ZTA counter	Fh CTSL1 inh	core dimer inh	PP1 counter	PP5 inh	Yeast superoxide	EBNA-1 inh	JMJD2C inh	TPT1 inh
N/C(=N\OC(=O)c1cnn(-c2ccccc2)c1C(F)(F)F)c1cc(C(F)(F)F)cc(C(F)(F)F)c1
 : -8	0	-3	-3	2.4	96	-1	7	2
OCCCNC(=S)Nc1ccc(Br)cc1Cl
 : -10	-3	-1	-6	0.8	105	-13	6	2
Cc1ccc(NC(=O)CS(=O)(=O)c2c[nH]c3ccccc23)c(C)c1
 : 5	5	-1	-4	-0.6	96	3	-7	-1
COc1ccc(CCNC(=O)CCn2c(SCC(=O)N3CCCC3)nc3ccccc3c2=O)cc1OC
 : 3	4	-1	1	-3.0	98	3	-5	1
CC(NC(=O)COc1ccc(Br)cc1)C(=O)O (configuration not stated)
 : 5	4	3	-4	0.6	156	3	-2	1
COc1ccc(NC(=O)C(C)N2C(=O)c3ccccc3C2=O)cc1S(=O)(=O)N1CCOCC1 (configuration not stated)
 : -10	-6	1	-5	0.5	89	5	-20	-9
COc1cccc(CNC(=O)c2cc(C)nc3ccccc23)c1
 : 11	1	6	0	0.7	90	12	0	0
Cc1ccc(NC(=O)CNC(=O)c2ccccc2F)cc1Cl
 : 12	2	5	-2	1.7	130	-4	-70	1
Cc1nc2ccccn2c1C(=O)NNC(=O)Nc1cccc(C(F)(F)F)c1
 : -11	-7	-13	6	-2.3	64*	-12	-30	0
C/C(=C\c1ccccc1)CN1CCN(C(C)C)C(CCO)C1 (configuration not stated)
 : 17	2	-2	-2	-1.6	85	2	-3	-5
Nc1nc(F)nc2c1ncn2[C@@H]1O[C@H](CO)[C@@H](O)[C@@H]1O
 : 0	4	-6	-5	0.4	111	-1	-23	-1
O=C(C1CC1)N1N=C(c2ccc(Br)cc2)CC1(O)C(F)(F)F (configuration not stated)
 : 7	-2	-2	4	1.0	103	12	24	1
NCC1CCC(C(=O)Oc2ccc(CCC(=O)O)cc2)CC1 (configuration not stated)
 : 0	2	-6	-5	-0.3	97	8	0	0

# Later entries:
SMILES,ZTA counter,Fh CTSL1 inh,core dimer inh,PP1 counter,PP5 inh,Yeast superoxide,EBNA-1 inh,JMJD2C inh,TPT1 inh
COc1cc(CNn2nnnc2N)ccc1OCC(=O)NC(C)(C)C,-14,-8,0,-5,5.7,116,-15,-19,-1
COc1ccc(C(=O)NC(Oc2ccccc2)C(Cl)(Cl)Cl)cc1 (configuration not stated),-8,0,-6,2,2.6,115,8,-11,-2
Cc1nc2sc(C(=O)Nc3ccccc3)c(N)c2c(C)c1[N+](=O)[O-],5,1,3,-4,-1.2,94,-2,31,1
CCOP(=O)(c1ccc(N(C)C)cc1)C(O)c1c(Cl)cccc1Cl (configuration not stated),13,2,3,-3,-1.3,94,15,5,0

# High-throughput results: PubChem BioAssay, several laboratories
